GC-B act: GC-B (human) receptor activation | AID 1920062 | activation, % at 10 µM | P20594 | HEK293-GC-B cells, CNP EC30, cGMP TR-FRET; 0% at EC30 CNP, 100% saturating CNP | 370,000 tested, 0.11% active;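 active = activation at 10 µM reaching about 35% in either raw or pattern-adjusted values, limit read from the data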
DAX1 inh-1: inhibitors of DAX1 repression of SF-1 activated StAR promoter | 370,000 tested, 1.1% active | inhibition, % at 6.8 µM | AID 652010 | HEK293T StAR-luciferase reporter, SF-1/DAX-1 repression relief;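 active = inhibition above the mean over all tested compounds plus 3 SD, cut at about 3.6% in these data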;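 note: 0% = DAX-1 cells with DMSO and 100% = cells lacking DAX-1 with DMSO; higher inhibition means more luminescence from relief of DAX-1 repression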
GC-A act: GC-A (human) enzyme activation. activation, % at 10 µM. HEK293 GC-A cells, cGMP TR-FRET, EC30 ANP; 0% at EC30 ANP, 100% saturating ANP. 370,000 tested, 0.14% active. P16066; in the data active = activation above about 40%
Target sequence (P16066 whole entry, looked up): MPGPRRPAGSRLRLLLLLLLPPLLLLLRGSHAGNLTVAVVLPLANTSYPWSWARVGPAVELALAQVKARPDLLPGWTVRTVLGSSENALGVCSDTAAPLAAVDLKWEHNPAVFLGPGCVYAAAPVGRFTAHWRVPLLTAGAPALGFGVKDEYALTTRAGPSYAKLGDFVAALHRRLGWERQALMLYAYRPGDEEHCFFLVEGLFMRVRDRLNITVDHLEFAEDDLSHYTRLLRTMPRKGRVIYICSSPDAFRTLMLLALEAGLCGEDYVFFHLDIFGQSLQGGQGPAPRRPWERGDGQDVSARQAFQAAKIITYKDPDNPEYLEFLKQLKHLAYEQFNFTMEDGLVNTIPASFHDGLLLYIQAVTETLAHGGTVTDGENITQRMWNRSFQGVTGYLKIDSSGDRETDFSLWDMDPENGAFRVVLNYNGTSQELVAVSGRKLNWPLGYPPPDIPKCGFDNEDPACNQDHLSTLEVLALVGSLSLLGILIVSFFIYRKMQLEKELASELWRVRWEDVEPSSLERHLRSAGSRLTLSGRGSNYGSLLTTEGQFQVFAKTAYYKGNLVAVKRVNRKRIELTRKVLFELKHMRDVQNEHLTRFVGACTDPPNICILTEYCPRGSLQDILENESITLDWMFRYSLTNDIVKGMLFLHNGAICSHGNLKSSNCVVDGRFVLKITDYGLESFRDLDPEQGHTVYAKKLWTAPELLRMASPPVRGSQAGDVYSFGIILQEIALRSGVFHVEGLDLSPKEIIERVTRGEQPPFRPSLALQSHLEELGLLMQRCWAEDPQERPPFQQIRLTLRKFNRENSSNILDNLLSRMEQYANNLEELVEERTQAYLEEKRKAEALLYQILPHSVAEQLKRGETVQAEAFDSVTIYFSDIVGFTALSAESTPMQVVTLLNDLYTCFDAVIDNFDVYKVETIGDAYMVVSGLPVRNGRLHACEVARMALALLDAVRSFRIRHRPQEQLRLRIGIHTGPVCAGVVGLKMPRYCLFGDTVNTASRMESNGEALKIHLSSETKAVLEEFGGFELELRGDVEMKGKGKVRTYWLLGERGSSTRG
hcDAF12 agonist: activators of H. contortus DAF-12 nuclear receptor; HEK293 hcDAF-12 lit1-tk-luc reporter, luminescence; 0% DMSO, 100% Δ7-dafachronic acid; activation, % at 6.8 µM; 370,000 tested, 1.4% active; AID 652067;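 active = activation above the mean of all tested compounds plus 3 SD, cut at about 5.5% in these data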;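 note: 100% = response to 3 µM Δ7-dafachronic acid high control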
proKLK7 act: activates the human kallikrein-7 zymogen. P49862. purified proKLK7, EDANS-DABCYL substrate fluorescence; 100% is mature enzyme control, 0% vehicle. activation, % at 7 µM. 370,000 tested, 0.9% active. AID 652039;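 active = activation above the mean of all tested compounds plus 3 SD, computed per campaign excluding outliers beyond control limits, cut at about 13% in these data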
DAX1 inh-2: inhibitors of human orphan nuclear receptor DAX1 (NR0B1). HEK293 Gal4-DAX1 luciferase reporter, luminescence. 340,000 tested, 0.99% active. inhibition, % at 6.75 µM. AID 504766;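 active = inhibition above the mean over all tested compounds plus 3 SD, cut at about 4.2% in these data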;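 note: 0% = DAX1-transfected cells with DMSO and 100% = empty-vector control cells with DMSO; inhibition shows as a rise in luminescence from relieved DAX1 repression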
SMARCA2 act: SMARCA2 function activation, primary screen | activation, % at 9.1 µM | 370,000 tested, 1% active | MG213 cells, MMTV-luciferase reporter, dexamethasone, overnight; in the data active = activation above about 7.8%;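 note: 0% = vehicle wells and 100% = reference activator wells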
HGIII-sPLA2 inh: Inhibits HGIII-sPLA2 liposome hydrolysis, primary screen; QFRET BODIPY PC-A2 liposome hydrolysis, fluorescence; inhibition, % at 12.2 µM; 370,000 tested, 0.56% active;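 active = inhibition above mean plus 3 SD of compounds lying within the high and low control bounds, cut at about 19% in these data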;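 note: 0% = median of test compound wells and 100% = no enzyme DMSO wells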
hgDAF-12 ag: hgDAF-12 agonism, primary luciferase screen; HEK293 GAL4-hgDAF12 UAS-luciferase reporter, agonist luminescence; normalized to butyrate control; activation, % at 6.8 µM; 370,000 tested, 1.8% active;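 active = activation above a cutoff set at the mean of all screened compounds plus 3 SD, cut at about 10% in these data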;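 note: 0% = DMSO wells and 100% = sodium butyrate wells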
ssDAF-12 act: activators of S. stercoralis DAF-12 nuclear receptor | HEK293 ssDAF-12/GRIP1 lit1-tk-luc reporter, luminescence; % of 3 µM dafachronic acid response | 370,000 tested, 1% active | AID 652126 | activation, % at 6.8 µM;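 active = activation above the mean over all tested compounds plus 3 SD, cut at about 0.9% in these data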;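 note: 0% = DMSO-only wells and 100% = 3 µM delta7-dafachronic acid wells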
GAA850 FXN act: activators of GAA850 frataxin (FXN) promoter; activation, % at 6 µM; 360,000 tested, 0.56% active; AID 540364; HEK293 lucGAA850 FXN promoter luciferase reporter, 24 h; percent of 10 µM SAHA response;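 active = activation above the average of all compounds screened plus 3 SD, cutoff fixed separately per campaign, cut at about 7.5% in these data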;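 note: 0% = DMSO wells and 100% = 10 µM SAHA wells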
Starred values were filed as active, the others as inactive; . = no result given.

Order of results – GC-B act | DAX1 inh-1 | GC-A act | hcDAF12 agonist | proKLK7 act | DAX1 inh-2 | SMARCA2 act | HGIII-sPLA2 inh | hgDAF-12 ag | ssDAF-12 act | GAA850 FXN act
(1) COc1ccc(CCN(C)C(=O)c2ccc(COc3ccccc3)o2)cc1OC
  -1 | -2.9 | 1 | -3.2 | 0.5 | 0.5 | 1 | -4 | -4.4 | -0.9 | 2.3
(2) Cc1cc(C(=O)COC(=O)c2ccncc2)c(C)n1CCc1ccc(F)cc1
  -7 | -0.2 | -5 | -0.4 | 0.2 | 1.1 | -3 | 0 | -4.2 | -1.1 | 0.5
(3) Cc1cc(C)c2nc(N3C(=O)C(O)=C(C(=O)c4ccco4)C3c3ccco3)sc2c1 (configuration not stated)
  -3 | 0.8 | -8 | -1.1 | -1.0 | -0.4 | -1 | -1 | 1.5 | 0.0 | 1.6
(4) CC(C)OC(=O)CSc1nnc(-c2cnccn2)n1C
  2 | 0.0 | -2 | 0.5 | -0.5 | -1.7 | 0 | -1 | -0.6 | -1.1 | -0.5
(5) COc1cccc(C(=O)OCC(=O)c2c(N)n(C)c(=O)n(C)c2=O)c1
  10 | -0.9 | 1 | -1.4 | -0.1 | 0.0 | -2 | 1 | 1.1 | -0.5 | 0.0
(6) COc1ccccc1N1CCN(C(CNS(C)(=O)=O)c2cccnc2)CC1 (configuration not stated)
  -10 | -0.2 | 5 | -2.0 | 0.4 | 0.3 | 1 | 0 | -4.0 | -1.7 | 1.2
(7) COc1ccc(N(CC(=O)NCCC2=CCCCC2)S(=O)(=O)c2ccccc2)cc1OC
  -1 | 1.3 | -3 | 1.1 | 0.3 | -0.2 | -5 | -5 | -1.7 | 0.5 | 2.1
(8) COc1ccc(CCC(=O)Nc2ccc(S(=O)(=O)NC3=NCCCCC3)cc2)cc1
  0 | 0.6 | 1 | 0.0 | -0.1 | 0.9 | 2 | -2 | -2.3 | -1.2 | 2.5
(9) CCOC(=O)C(NC(C)=O)C(OC(C)=O)c1cccc(N(CCO)CCO)c1 (configuration not stated)
  -4 | 0.2 | -1 | -0.9 | -0.3 | -0.7 | 2 | 3 | 0.5 | -0.8 | 1.0
(10) O=C1CC(Nc2ccc3ccccc3c2)C(=O)N1Cc1ccccc1 (configuration not stated)
  -3 | -0.9 | 0 | -1.6 | 2.4 | -0.9 | -3 | -20 | -6.6 | -0.9 | -0.3
(11) CCC(Oc1ccccc1)C(=O)Nc1nnc(C)s1 (configuration not stated)
  2 | 0.0 | 1 | -1.7 | 0.2 | 2.1 | -2 | 2 | -2.5 | -0.8 | -0.1
(12) CC(C)(C)c1cc(=O)n2c(C#N)c(C#N)nc2[nH]1
  3 | 0.3 | 6 | -0.9 | 7.3 | -0.4 | -2 | -3 | 2.4 | -1.2 | -1.6
(13) O=C(c1[nH]c(C(F)(F)F)nc1-c1ccccc1)N1CCOCC1
  -6 | 0.4 | -1 | 1.1 | 0.2 | . | -1 | 1 | 1.9 | -1.1 | .
(14) CCOC(=O)[C@@]12CCC3=C1N(CCC3)C(=O)[C@H](CC(=O)NCCCOC)C2
  2 | -1.0 | 3 | -0.3 | -0.1 | . | -1 | 19 | -2.7 | -0.7 | .
(15) CCCn1c(=O)[nH]c(=O)c2c1nc(-c1ccc(OC)c(Br)c1)n2CCOC
  14 | -0.8 | 10 | -1.0 | 0.3 | -0.5 | -3 | 0 | -1.1 | -2.1 | 0.6
(16) CC(C)c1ccc(NC(=O)COc2ccc(S(=O)(=O)N3CCOCC3)cc2)cc1
  5 | -0.9 | 6 | -1.6 | -0.6 | 1.4 | -3 | -3 | -0.9 | -0.8 | 3.2
(17) Cc1ccc(C(=O)NC2CC3CCCC(C2)N3C(=S)NCc2ccco2)cc1 (configuration not stated)
  -1 | -0.1 | 2 | -0.3 | -0.6 | 0.0 | -3 | 8 | -1.6 | -1.8 | -2.5
(18) CCOC(=O)N1CCN(C(=O)c2ccc(Cn3c(=S)[nH]c4cc(OCC)c(OCC)cc4c3=O)cc2)CC1
  10 | -0.2 | 1 | -0.1 | -0.1 | -0.6 | -1 | 5 | -2.3 | -1.5 | -1.5
(19) Nc1c2c(=O)[nH]c(O)cc2nn1-c1ccccc1
  0 | -1.2 | -1 | 4.5 | -0.1 | 1.3 | 1 | -2 | -1.2 | 1.2* | 2.7
(20) COc1ccc(N2CCN(C(=O)C3=NNC(=O)CC3)CC2)cc1
  2 | -0.4 | 4 | 0.2 | 0.6 | 0.0 | -2 | 8 | -3.1 | -0.6 | 0.7
(21) COc1ccc(OCC(=O)N/N=C(\C)CC(=O)Nc2cccc([N+](=O)[O-])c2)cc1
  2 | -0.1 | 3 | 0.2 | 0.3 | -0.9 | -2 | -1 | -2.0 | -1.2 | -0.4
(22) CC1(C)Cc2nc3sc4c(N(CCO)CCO)ncnc4c3cc2CO1
  2 | -1.4 | 4 | 0.0 | 5.9 | 0.3 | -1 | -1 | 0.8 | -0.9 | -0.2
(23) COc1ccc(C2C(C(=O)Nc3c(C)cccc3C)CCC(=O)N2c2ccc(OC)cc2)cc1 (configuration not stated)
  0 | -0.9 | 2 | 0.1 | -0.3 | . | -5 | 11 | -2.0 | -0.5 | .
(24) C=CCn1c(SCC(=O)c2ccc(O)c(O)c2)nnc1-c1ccc(OC)cc1
  -2 | -0.6 | -4 | -0.3 | -0.1 | -0.1 | -1 | -6 | 1.6 | -1.2 | 2.4
(25) O=C1NC(Cc2ccc(O)cc2)c2nc3ccc(Cl)cc3c(=O)n2-c2cc(Cl)ccc21 (configuration not stated)
  28 | -0.4 | -3 | 2.2 | 0.3 | . | 0 | -27 | -2.0 | -0.4 | .
(26) COc1ccc(NC(=O)COC(=O)c2ccc(F)cc2F)cc1
  1 | -0.2 | 4 | 0.0 | 0.9 | -0.5 | 2 | -1 | 3.4 | -1.0 | -2.3
(27) Cc1ccc(N(CC(=O)NCCSCc2ccco2)S(=O)(=O)c2ccc(F)cc2)cc1
  0 | -0.1 | -3 | -1.5 | 0.4 | -0.7 | -4 | -12 | -2.7 | -1.6 | -2.0
(28) CCn1ccnc1CN(C)Cc1cn(-c2cccc(C)c2)nc1-c1cccc(F)c1
  -8 | -1.0 | -8 | -1.5 | -0.3 | -1.8 | 1 | -10 | 3.4 | -0.9 | 1.6
(29) Cc1nc(Oc2ccc(Cl)cc2)c2oc3ccccc3c2n1
  -2 | 0.6 | 9 | 2.4 | -0.2 | 1.1 | -4 | 1 | 2.2 | -1.0 | -1.5
(30) Cn1cccc1/C=N/NC(N)=S
  3 | 0.0 | 0 | -0.2 | 0.0 | -0.6 | -3 | 5 | -0.9 | -1.8 | 0.2

The listing continues.
Order of results – GC-B act | DAX1 inh-1 | GC-A act | hcDAF12 agonist | proKLK7 act | DAX1 inh-2 | SMARCA2 act | HGIII-sPLA2 inh | hgDAF-12 ag | ssDAF-12 act | GAA850 FXN act
(31) Cc1onc(-c2ccccc2)c1C(=O)Nc1nncs1
  6 | -0.1 | 4 | -1.0 | -0.5 | -0.3 | 0 | 3 | 1.0 | -0.8 | 2.6
(32) Oc1c(C(c2ccco2)N2CCOCC2)sc2ncnn12 (configuration not stated)
  -3 | 2.5 | 6 | 0.2 | 0.3 | -0.6 | 1 | 5 | 0.9 | -0.8 | -0.1
(33) CCNC(=O)c1ccc(C2SCC(=O)N2CCc2ccccc2)cc1 (configuration not stated)
  -5 | 1.1 | 2 | -2.2 | -0.3 | -0.2 | -3 | -1 | 1.7 | -1.7 | 0.4
(34) CCOc1ccc(C(=O)Nn2cnnc2)cc1OCC
  6 | 0.2 | 5 | 0.0 | 0.5 | 0.9 | -4 | 10 | -2.9 | -0.8 | 1.0
(35) Cc1ccsc1C(=O)N1CCN(c2ncc(C(F)(F)F)cc2Cl)CC1
  1 | -4.3 | 2 | -2.8 | -0.1 | -0.9 | -4 | 1 | 1.1 | -1.8 | 0.8
(36) CC(NC(=O)Nc1ccccc1)C(c1ccccc1)N1CCOCC1 (configuration not stated)
  1 | 0.0 | 5 | -1.1 | 0.2 | 0.3 | 4 | 4 | 0.0 | -0.7 | 1.7
(37) Cc1nn(C)c(Cl)c1CN1CCCC(CO)(Cc2cccc(Cl)c2)C1 (configuration not stated)
  2 | -0.6 | -7 | -0.6 | 0.7 | -0.2 | 1 | -6 | -2.7 | -1.7 | -3.2
(38) CCOc1cc(C)c(Cl)cc1S(=O)(=O)NCCOC
  -1 | 0.5 | 2 | -2.1 | 0.8 | -0.4 | -1 | -3 | -0.6 | -1.6 | 0.6
(39) CCCN(CC(=O)Nc1ccccc1C)C(=O)COC(=O)CSc1ccc([N+](=O)[O-])cc1
  -3 | 2.1 | -1 | 1.1 | -0.1 | 4.0 | -2 | -2 | -0.3 | -0.2 | -0.7
(40) O=C(NC1CCS(=O)(=O)C1)C1C2CC3CC(C2)CC1C3 (configuration not stated)
  -5 | 0.4 | 2 | -0.7 | -0.2 | 0.3 | -1 | 4 | -0.6 | -1.6 | 0.7
(41) O=C(O)CNC(=O)c1ccc(NC(=O)/C(=C/c2ccccc2)NC(=O)c2ccccc2Br)cc1
  7 | -0.2 | 2 | -0.5 | -0.5 | 1.1 | 2 | -1 | 2.8 | -0.5 | -1.0
(42) FC(F)(F)c1nnc2ccc(N3CCN(c4ccccc4)CC3)nn12
  -4 | 0.2 | 4 | -0.8 | -0.8 | -0.5 | 0 | 7 | 0.0 | -1.0 | 0.4
(43) C[C@H](c1ccccc1)N1C[C@@H](COCc2ccccc2)Oc2cc(N3CCC[C@@H]3CO)ccc2S1(=O)=O
  4 | 0.4 | -3 | -2.4 | 0.6 | . | -3 | 14 | 2.5 | -1.5 | .
(44) Cc1ccc(CN2C3CCCC2CC(NC(=O)c2ccc(F)cc2)C3)cc1 (configuration not stated)
  -2 | 0.2 | -4 | 1.1 | 0.2 | 0.1 | 2 | 1 | -1.3 | -1.5 | -1.3
(45) CN(c1ccccc1)C1CCCCC1NS(=O)(=O)c1ccc(Cl)cc1 (configuration not stated)
  -9 | -0.7 | -14 | -2.9 | -0.9 | 0.3 | -6 | -8 | 0.0 | -1.4 | 2.2
(46) COc1cccc(C2NC(=S)NC(C)=C2C(C)=O)c1 (configuration not stated)
  6 | 0.8 | 3 | -0.1 | -0.3 | . | 1 | 6 | -1.8 | -1.2 | .
(47) CC(C)(C)N(Cc1ccccc1)C(=O)COC(=O)[C@@H]1CCCN1C(=O)c1cccs1
  6 | -1.0 | -1 | -0.6 | 0.5 | 0.3 | -2 | 3 | 1.4 | -0.4 | 0.1
(48) CC(C)(C)OC(=O)N1CCC2(CC1)Oc1ccc(F)cc1C(=O)C21CC(c2ccccc2)=NO1 (configuration not stated)
  5 | 0.2 | -1 | -0.6 | -0.2 | 1.4 | -1 | -7 | 1.2 | -1.2 | -1.4
(49) CC(=O)Nc1ccc(C(=O)CSc2nnc3scc(-c4ccccc4)n23)cc1
  1 | -0.9 | -1 | -0.1 | 0.4 | -0.4 | 1 | -10 | 3.0 | -1.3 | 0.6

Part of the list above, limited to HGIII-sPLA2 inh:
| entry | SMILES | HGIII-sPLA2 inh |
| --- | --- | --- |
| 38 | CCOc1cc(C)c(Cl)cc1S(=O)(=O)NCCOC | -3 |
| 39 | CCCN(CC(=O)Nc1ccccc1C)C(=O)COC(=O)CSc1ccc([N+](=O)[O-])cc1 | -2 |

Bioassay records from PubChem BioAssay.
